# Screens from PubChem.
# TcdB GH inh: inhibitors of Clostridioides difficile toxin B glycohydrolase. P18177. TcdB glycohydrolase enzymatic assay, plate reader. inhibition, % at 9.99 µM. 0.24% of 350,000 active. AID 652162; in the data active = inhibition above about 10%
# PriA SSB inh: blocks PriA binding to SSB C-terminal tail; AlphaScreen SSBct-PriA binding, biotinylated peptide; inhibition, % at 33 µM; 0.6% of 430,000 active; AID 1272365; in the data active = inhibition mostly above about 37%, no sharp cut-off; inactive = mostly below about 20%;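 note: plate controls were negative control peptide for no effect and reference peptide for full effect; strong numbers were not always called active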
# Vc quorum ag: quorum light induction in luxS cqsA deficient V. cholerae; activation, % at 18.7 µM; V. cholerae BH1578 lux reporter, luminescence, 6 h; AID 588436; 0.16% of 350,000 active; in the data active = activation mostly above about 9.7%, no sharp cut-off; inconclusive = no clear call, values can overlap the other calls; inactive = mostly below about 3.7%; note: not every result past the cut was called active; inactives centre near 0; reference of the scale not given here
# Yp Topo-I inh: blocks Yersinia pestis topoisomerase I activity | Y. pestis Topo-I cleavage product accumulation, plate reader | activity, % at 10 µM | 0.064% of 360,000 active | AID 504884; in the data active = activity above about 50%, passing the limit was not always enough; inconclusive = no clear call, values can overlap the other calls; note: inactives centre near 2
# Rv3671c protease: Rv3671c (M. tuberculosis) protease inhibition; P9WHR9; inhibition, % at 5.96 µM; 0.048% of 320,000 active; in the data active = inhibition above about 38%;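 note: extracellular domain of Rv3671c used as enzyme; 0% = enzyme with DMSO and 100% = no enzyme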
# 3CLpro inhibitor: SARS-CoV 3CLpro protease inhibition; inhibition, % at 6 µM; 0.14% of 290,000 active; recombinant SARS-CoV 3CLpro, quenched FRET peptide cleavage; P0C6X7; in the data active = inhibition above about 12%
# PfHsp40 yeast: rescue of PfHsp40-mediated yeast toxicity. 0.68% of 340,000 active. growth rescue, % at 12.5 µM. S. cerevisiae expressing PfHsp40, growth rescue, ATP luminescence; in the data active = growth rescue above about 28%, passing the limit was not always enough; inconclusive = no clear call, values can overlap the other calls;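 note: yeast W303a lacking pdr1 and pdr3 grown in galactose medium; growth measured after three days at 30 °C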
# DUSP3 inh: DUSP3 (human) phosphatase inhibition; inhibition, % at 13.3 µM; 0.52% of 290,000 active; P51452; AID 1654; recombinant VHR phosphatase, pNPP absorbance; in the data active = inhibition above about 50%; note: some compounds called inactive have numbers as strong as hits
# Target sequence (P51452 whole entry, looked up): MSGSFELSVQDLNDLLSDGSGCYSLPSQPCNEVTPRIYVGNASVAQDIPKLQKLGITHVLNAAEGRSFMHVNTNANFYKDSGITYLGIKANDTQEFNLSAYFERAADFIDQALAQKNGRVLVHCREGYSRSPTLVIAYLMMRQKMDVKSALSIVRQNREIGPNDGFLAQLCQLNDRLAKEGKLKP
# MazEF act: increases E. coli MazEF RNase cleavage of RNA; AID 504720; P0AE70; FAM/BHQ RNA-DNA oligo cleavage fluorescence, 5 h; activation, % at 20 µM; 0.32% of 350,000 active; in the data active = activation above about 50%
# Target sequence (P0AE70 whole entry, looked up): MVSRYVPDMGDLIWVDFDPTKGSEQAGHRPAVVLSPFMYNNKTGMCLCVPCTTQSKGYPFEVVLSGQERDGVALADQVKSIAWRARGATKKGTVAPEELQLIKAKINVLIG
# Anthrax LF prot: inhibitors of Bacillus anthracis lethal factor protease | 0.12% of 360,000 active | multiplex microsphere protease cleavage assay, LF | P15917 | inhibition, % at 10 µM | AID 588501; in the data active = inhibition above about 30%; inconclusive = no clear call, values can overlap the other calls; note: plate controls were buffer without enzyme for full effect and enzyme alone for no effect
# Target sequence (P15917 whole entry, looked up): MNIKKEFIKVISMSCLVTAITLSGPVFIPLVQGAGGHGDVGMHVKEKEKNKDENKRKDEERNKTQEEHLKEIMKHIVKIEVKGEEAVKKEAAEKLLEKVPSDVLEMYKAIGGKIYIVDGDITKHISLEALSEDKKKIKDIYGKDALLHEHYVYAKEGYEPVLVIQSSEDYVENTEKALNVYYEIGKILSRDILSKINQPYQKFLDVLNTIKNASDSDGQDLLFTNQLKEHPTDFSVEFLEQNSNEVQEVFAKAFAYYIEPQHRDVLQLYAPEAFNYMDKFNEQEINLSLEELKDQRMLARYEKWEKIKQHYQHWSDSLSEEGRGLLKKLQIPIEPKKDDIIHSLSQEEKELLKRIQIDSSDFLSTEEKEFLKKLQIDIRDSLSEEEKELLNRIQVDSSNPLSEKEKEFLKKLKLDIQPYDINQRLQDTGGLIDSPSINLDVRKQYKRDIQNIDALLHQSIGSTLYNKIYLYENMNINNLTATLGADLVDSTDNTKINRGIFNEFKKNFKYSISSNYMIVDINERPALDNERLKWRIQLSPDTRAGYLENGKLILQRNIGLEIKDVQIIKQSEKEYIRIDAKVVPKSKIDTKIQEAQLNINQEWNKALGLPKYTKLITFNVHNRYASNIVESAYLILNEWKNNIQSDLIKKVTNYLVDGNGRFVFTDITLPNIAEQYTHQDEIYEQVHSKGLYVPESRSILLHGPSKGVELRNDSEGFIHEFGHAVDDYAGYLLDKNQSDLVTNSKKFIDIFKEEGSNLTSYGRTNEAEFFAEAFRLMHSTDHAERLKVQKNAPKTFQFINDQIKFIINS
# * hit, by the source's call; i = inactive; ? = inconclusive; . = no result given; & = joins results of further samples. Only part of the results is shown; rates above refer to the full screens.
# Start of the data: the first 2 compounds, ahead of the listing:
Molecule	TcdB GH inh	PriA SSB inh	Vc quorum ag	Yp Topo-I inh	Rv3671c protease	3CLpro inhibitor	PfHsp40 yeast	DUSP3 inh	MazEF act	Anthrax LF prot
Cc1ccc(-c2nc(CS(=O)(=O)CC(=O)N3CCCCCC3)c(C)o2)cc1	-10.2	-15.4	-0.8	20.7	-1.5	1.2	0.8	15.1	7.0	-7.7
COc1cccc(Nc2ccc(-n3ccnc3)nn2)c1	1.2	-6.7	-0.4	-0.4	7.0	2.0	-2.3	17.4	9.2	-1.8

# This part in full, from the first entry:
Molecule	TcdB GH inh	PriA SSB inh	Vc quorum ag	Yp Topo-I inh	Rv3671c protease	3CLpro inhibitor	PfHsp40 yeast	DUSP3 inh	MazEF act	Anthrax LF prot
Cc1ccc(-c2nc(CS(=O)(=O)CC(=O)N3CCCCCC3)c(C)o2)cc1	-10.2	-15.4	-0.8	20.7	-1.5	1.2	0.8	15.1	7.0	-7.7
COc1cccc(Nc2ccc(-n3ccnc3)nn2)c1	1.2	-6.7	-0.4	-0.4	7.0	2.0	-2.3	17.4	9.2	-1.8
Cc1cccc(NC(=O)CN2CCN(C(=O)c3cc(C4CC4)nn3-c3ccccc3)CC2)c1C	1.1	.	-1.4	2.3	.	.	.	.	5.7	-8.4
Cc1ccccc1NC(=O)CN1C(=O)NC2(CCCCC2)C1=O	.	-9.8	i	-0.3	0.2	5.8	0.7	16.6	13.1	-1.3
CN(C)S(=O)(=O)c1cc(NC(=O)COC(=O)CC2Sc3ccccc3NC2=O)ccc1Cl (stereo not drawn)	1.5	-5.9	-4.3	21.3	-19.2	.	1.6	.	0.9	-5.5
COc1cccc2cc(C(=O)NCCc3ccccc3)c(=O)oc12	0.7	-0.3	-0.7	10.7	-6.5	0.0	-1.3	20.7	13.8	-4.0
NNC(=O)Cc1cc(=O)[nH][nH]1	-24.0	.	1.1	6.5	.	.	.	.	5.6	-3.7
COc1ccc(N=C2C(=O)N3c4c(cccc42)C(C)=CC3(C)C)cc1	.	6.5	-0.2	-6.0	1.9	5.8	-1.8	32.8	8.5	-3.1
COC(=O)c1c(C)oc2ccc(NS(=O)(=O)c3cc(OC)ccc3OC)cc12	.	-0.6	-0.3	10.5	1.6	4.8	-0.3	-5.1	2.2	-1.3
Cc1ccc(CCNC(=O)C2CC(c3cc(C(F)(F)F)cc(C(F)(F)F)c3)=NO2)cc1 (stereo not drawn)	.	-13.1	-0.3	28.3	-6.9	.	12.3	-0.3	0.4	-1.7
CCOc1ccc(N2CC(C(=O)Nc3nnc(CC)s3)CC2=O)cc1 (stereo not drawn)	0.9	-4.9	-0.8	10.4	7.9	3.6	-1.1	-8.1	4.5	-0.2
COc1ccc2cc(C(=O)C3CCCN(Cc4cnc(N5CCOCC5)s4)C3)ccc2c1 (stereo not drawn)	2.3	9.5	i	3.2	-3.6	3.1	-1.7	51.6*	-0.6	-6.9
CCN(c1ccccc1)S(=O)(=O)c1cccc(C(=O)NCCN2CCOCC2)c1	-0.3	-4.0	-3.1	0.8	-0.3	.	-0.5	.	5.1	-5.2
C[n+]1ccc(/C=C/c2ccc(Br)cc2)cc1	.	-2.2	i	0.0	-3.5	2.2	-0.7	35.3	-1.4	0.0
CSc1nsc(SCC(=O)Nc2ccccc2F)n1	0.1	-3.9	-0.6	2.2	-4.8	-5.2	2.0	-2.6	12.6	-16.5
CCOC(=O)c1c(NC(=O)C2COc3ccccc3O2)sc2c1CC(C)(C)NC2(C)C (stereo not drawn)	.	8.8	-0.4	-2.3	0.4	-4.1	-2.0	7.4	5.8	-0.3
CC1CCN(CCOc2cccc(Br)c2)CC1	.	0.1	-0.4	2.8	2.9	6.2	2.2	2.3	7.5	-4.4
O=C(Cc1ccccc1)NCCSCc1ccco1	0.3	8.8	-0.6	-1.1	-0.1	8.0	-0.5	35.8	2.9	0.0
CC(NC(=O)COC(=O)CSCc1ccccc1)c1ccccc1 (stereo not drawn)	0.5	-12.8	-0.3	10.9	-1.1	3.0	-1.2	-13.9	5.6	-2.3
COc1ccc(CCn2c(=O)[nH]c3cc(C(=O)NCCN4CCOCC4)ccc3c2=O)cc1OC	.	-22.6	-0.7	-1.2	4.7	2.8	1.6	6.5	5.5	4.1
COc1ccc(OCC(=O)NC2CC(C)(C)NC(C)(C)C2)cc1	.	-2.7	i	7.5	6.3	0.4	-0.6	6.4	1.0	0.6
COCCCn1c(SCC(=O)N2CCOCC2)nc2cc(Cl)ccc2c1=O	0.6	-13.1	0.5	7.2	4.1	.	-0.3	.	4.7	-7.1
CC(NCc1ccc(Cl)cc1)C(O)c1ccccc1 (stereo not drawn)	-0.7	-12.8	i	1.7	-1.2	0.4	-1.1	24.7	-0.5	-0.2
Cc1nn(CC(=O)O)c(C)c1N	-0.2	-5.9	i	-2.3	-2.2	-4.0	7.5	3.7	0.3	-6.7
CC(=O)N1c2ccc(S(=O)(=O)N3CCC(C(=O)Nc4ccc(F)cc4)CC3)cc2CC1C (stereo not drawn)	1.4	-8.9	i	10.0	-0.6	4.8	-0.6	1.6	1.5	-4.4

# Continuation.
Molecule	TcdB GH inh	PriA SSB inh	Vc quorum ag	Yp Topo-I inh	Rv3671c protease	3CLpro inhibitor	PfHsp40 yeast	DUSP3 inh	MazEF act	Anthrax LF prot
COCCNC(=O)c1ccccc1-c1nc(-c2ccccc2OC)no1	.	-3.9	0.9	3.4	-9.7	1.3	0.0	0.1	-16.3	3.0
CN(NC(=O)c1ccc(Cl)cc1)c1ncc(C(F)(F)F)cc1Cl	0.1	10.8	-0.4	-10.0	1.9	1.8	-0.5	14.4	11.1	-4.6
COc1ccc(NC(=O)c2cc(C)on2)cc1	0.0	-4.5	-0.2	6.7	9.5	3.3	-1.0	13.1	-2.1	4.5
COc1cc(-c2cnc3c(NC=O)cc(-c4ccc(C)cc4)cn23)cc(OC)c1OC	0.8	.	-0.4	26.9	.	.	.	.	.	4.0
Fc1ccccc1N1CCN(c2ncnc3[nH]ncc23)CC1	.	-4.7	i	-10.9	-5.5	-3.5	0.4	-9.2	0.6	0.3
Cc1cc(=O)[nH]c(SCC(=O)c2ccc(O)c(O)c2)n1	-3.2	-11.5	22.2	-1.4	4.0	1.6	-1.8	4.9	3.2	-6.8
CCN1CCN(C(=O)CCc2nnc3ccc(N4CCN(c5cccc(OC)c5)CC4)nn23)CC1	-1.6	-8.3	-0.2	6.6	-5.4	-0.7	0.0	17.7	-7.5	.
COc1ccc2oc(C(=O)Nc3nc(-c4ccccn4)cs3)c(C)c2c1	-0.4	42.1*	-2.0	5.5	-13.7	.	-0.7	.	-3.5	1.0
COc1cc(/C=C/C(=O)NNC(=O)c2cccc(S(=O)(=O)N(C)C)c2)cc(OC)c1OC	2.9	-8.9	-12.5	-4.8	.	.	0.2	.	1.7	?
CCOC(=O)c1ccc(S(=O)(=O)Nc2ccc3cn[nH]c3c2)cc1	.	-3.9	i	-9.4	-2.4	1.6	-0.1	21.4	-7.2	-6.1
O=C(N/N=C/c1ccccc1O)C1CC(=O)N(c2ccc(F)cc2)C1 (stereo not drawn)	-3.5	.	-0.6	5.3	3.8	-4.7	-0.2	-46.4	6.1	-2.8
CCS(=O)(=O)N1CCC(C(=O)c2ccc(Cl)cc2)CC1	.	4.4	i	-4.6	1.9	-4.7	0.0	-22.9	7.3	4.4
O=C(COC(=O)CN1C(=O)C2CCCCC2C1=O)Nc1c(Cl)cccc1Cl (stereo not drawn)	-0.3	-4.3	-2.1	2.3	1.8	.	-1.5	.	4.0	-4.7
CC(Oc1ccc(C(=O)NC2CCCCC2)cc1)C(=O)O (stereo not drawn)	.	-14.5	-7.1	-6.9	0.0	-1.8	1.2	-14.9	9.6	0.7
CC1CC(NNC(=O)c2ccccc2)=Nc2ccccc2N1C (stereo not drawn)	.	-14.9	-0.2	4.7	5.8	3.3	0.0	-2.5	-3.0	-2.7
Cc1cc(-c2csc(N)n2)c(C)n1C	.	12.2	8.3	-35.7	15.1	-4.2	0.5	20.1	13.4	.
CC(NC(=O)c1ccc2c(c1)OCO2)c1cccc(C(F)(F)F)c1 (stereo not drawn)	1.8	-7.0	0.0	12.2	2.1	.	1.2	.	0.4	-1.7
COc1ccc(N2CCN(C(=O)[C@H](Cc3c[nH]c4ccccc34)NC(C)=O)CC2)cc1	0.6	0.7	-0.4	0.5	-4.8	-1.5	1.0	1.2	7.2	1.2
Cc1ccc(S(=O)(=O)Nc2c(C)nc3nc[nH]n3c2=O)c(C)c1	0.2	-3.9	-0.8	3.2	5.8	1.1	-0.8	-1.8	5.1	5.9
Cc1ccc(CN2CCN(CC(=O)NC(C)CCc3ccccc3)C2=O)cc1 (stereo not drawn)	0.6	-3.2	0.0	22.5	4.6	-3.8	0.1	-4.4	3.8	-2.0
Cc1nn(CC(=O)N2CCC(C(N)=O)CC2)c(=O)c2nn(-c3ccccc3)c(C)c12	0.2	-9.5	-0.5	-2.2	1.6	6.1	-0.6	-9.9	6.6	0.8
O=C(CSCc1n[nH]c(=O)[nH]1)NCCOc1cccc(Oc2ccccc2)c1	.	-3.5	-1.8	5.9	-4.6	0.6	-1.1	-0.2	-3.0	0.9
COC(=O)c1ccc(CSc2cc(C)c3cccc(C)c3n2)o1	-1.0	-3.3	-1.2	15.3	-11.9	4.4	-0.6	1.8	-3.0	2.0
O=C(O)c1ccc2c(c1)C(=O)N(c1ccc(Nc3ccccc3)cc1)C2=O	-0.4	-8.0	-0.8	-5.8	.	7.2	.	-9.5	-2.8	2.8
CC(C)Cc1nnc(NC(=O)CC(=O)Nc2ccccc2C(=O)O)s1	.	-6.9	12.5	4.0	8.8	-0.2	-0.6	15.6	-0.7	-5.5

# Going on with the list:
Molecule	TcdB GH inh	PriA SSB inh	Vc quorum ag	Yp Topo-I inh	Rv3671c protease	3CLpro inhibitor	PfHsp40 yeast	DUSP3 inh	MazEF act	Anthrax LF prot
Cn1c(N)c(C(=O)COC(=O)c2ccc(C(F)(F)F)cc2)c(=O)n(C)c1=O	1.6	-16.0	i	-1.7	2.6	.	1.0	.	2.8	-7.8
CCOC(=O)c1cc(-c2ccccc2)sc1NC(=O)CSc1nnnn1C	.	-2.9	-0.4	-7.6	-1.9	-0.1	0.2	31.6	-9.5	-4.1
Cc1noc(C)c1S(=O)(=O)N(CC(=O)NC1CCC(C)CC1)c1ccc(C(C)C)cc1 (stereo not drawn)	-0.4	-11.4	i	-2.8	-13.1	-1.0	-1.8	38.2	-4.5	-2.3
CCC(=O)NN1CCc2cc3ccc(C)cc3nc21	0.1	-14.5	-0.5	-5.4	4.7	0.9	.	1.0	15.9	1.3
COc1ccc(C(=O)NCCC(=O)NCc2cc(=O)n(C)c(=O)n2C)cc1	0.6	9.8	-0.3	4.7	0.4	-3.6	-1.2	2.3	3.8	1.6
CC1(c2ccccc2)NC(=O)N(CC(=O)Nc2ccccc2N2CCCCC2)C1=O (stereo not drawn)	0.7	-12.5	-0.6	21.8	0.4	.	0.0	.	0.2	1.1
O=C(NC(Cc1ccccc1)C(=O)O)/C(=C\c1ccco1)NC(=O)c1ccccc1Br (stereo not drawn)	.	15.1	-0.1	3.2	-7.0	5.3	-1.5	-4.7	2.2	-1.8
CN(C(=O)c1cccc(Cl)c1)C1CCCN(Cc2ccccc2F)C1 (stereo not drawn)	0.7	-20.5	0.3	6.1	-1.5	-2.7	-0.5	1.0	6.5	-1.6
O=C1c2ccccc2C(O)N1Cc1ccccc1Cl (stereo not drawn)	5.9	3.0	i	-0.5	-3.2	-5.3	0.0	-9.7	6.3	-11.0
CC(=O)NC(CC(=O)OC(C)C(=O)Nc1ccc(Cl)cn1)c1ccccc1 (stereo not drawn)	1.4	1.6	-7.1	-3.3	0.1	.	0.4	.	0.7	-3.1
Cc1cnc(=O)[nH]c1SCc1cccc([N+](=O)[O-])c1	0.8	1.0&-2.3	-0.4	1.6	-4.8	4.7	-1.0	10.8	1.9	4.6
